Compound activity: PubChem BioAssay, several laboratories
PMK inhibit – blocks S. pneumoniae phosphomevalonate kinase; purified PMK, PK/LDH-coupled NADH absorbance 340 nm; inhibition, % at 10 µM; actives 0.49% (n = 65,000);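 active = top-ranked compounds by inhibition in the single 10 µM screen, taking a fixed number of the strongest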;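 note: 0% = full reaction with DMSO carrier and 100% = background rate without enzyme reaction; no value below 0 was filed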
Alkaline phosphatase – human TNAP enzyme inhibitors, biochemical, luminescent (AID 518). inhibition, % at 20 µM, or IC50 in µM where a hit was titrated. actives 0.09% (n = 64,000). purified TNAP enzyme, luminescent substrate readout; higher % means a stronger effect; in the data active = a potency from the dose series; inactive = the rest, 99 in 100 with inhibition below about 22%;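 note: plate controls were vehicle for no effect and reference inhibitor for full effect; many of its hits are not listed in these tables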
HT1080 viability – cytotoxicity in HT1080 fibrosarcoma cells, cell-based, fluorescence readout (AID 620); cytotoxicity, % at 10 µM; hits with a dose series show EC50 in µM; HT1080 viability, fluorescence; higher % means a stronger effect; actives 0.42% (n = 87,000);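 note: cells exposed to compound overnight then 4 h with Alamar Blue; 0% = vehicle DMSO and 100% = killing control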
Bfl-1 inhibitors – Bfl-1 inhibitors, primary screen, biochemical, fluorescence polarization, FITC-Bid, mouse (AID 432); FITC-Bid BH3 peptide fluorescence polarization displacement; higher % means a stronger effect; displacement, % at 20 µM, or IC50 in µM where a hit was titrated; actives 0.02% (n = 64,000); in the data active = a potency from the dose series; inactive = the rest, 99 in 100 with displacement below about 15%; note: strong numbers were not always called active
LYP phosphatase – LYP phosphatase inhibitors, primary screen, biochemical, DiFMUP fluorescence, recombinant catalytic domain, 10 µM (AID 606) | recombinant LYP catalytic domain, DiFMUP fluorescence; higher % means a stronger effect | inhibition, % at 10 µM; hits with a dose series show IC50 in µM | 52,000 tested, under 10 active;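 active = IC50 under 40 µM in the dose-response test; inactive = IC50 of 40 µM or more, or never dose-tested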
MK inhibit – blocks S. pneumoniae mevalonate kinase; purified MK, PK/LDH-coupled NADH absorbance 340 nm; inhibition, % at 10 µM; actives 0.48% (n = 65,000); AID 555;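 active = ranked among the strongest by inhibition in the single 10 µM screen, a fixed top-ranked set picked for dose follow-up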; note: no value below 0 was filed
Spn DPM-DC inh – blocks S. pneumoniae diphosphomevalonate decarboxylase; calls only at 10 µM; purified DPM-DC, PK/LDH coupled NADH fluorescence; actives 0.49% (n = 65,000);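 active = the 320 compounds with the highest percent inhibition in the single-dose primary screen, excluding strongly autofluorescent ones, cut at about 32% in these data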;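 note: kinetic rate of NADH fluorescence loss reporting ADP formed by the decarboxylase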
HPDE-C7K KRASV12 – cytotoxicity in KRAS-transformed pancreatic duct cells, primary screen, cell-based, fluorescence, HTS (AID 431) | HPDE-C7K KRASV12 cells, Alamar Blue viability, 48 h; higher % means a stronger effect | cytotoxicity, % at 10 µM; hits with a dose series show EC50 in µM | actives 1.7% (n = 63,000);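 active = compounds whose percent cytotoxicity in the single-dose primary screen, scaled between solvent and toxic-drug controls, exceeds 50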;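 note: 0% = DMSO solvent wells and 100% = doxorubicin-treated wells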
HPDE-C7 viability – HPDE-C7 pancreatic duct cell viability loss – fluorescence, HTS (AID 430); actives 1.8% (n = 63,000); one-dose cytotoxicity, % at 10 µM; EC50 in µM for titrated hits; HPDE-C7 pancreatic duct cells viability, fluorescence; higher % means a stronger effect;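 note: cells exposed to compound for 48 hours before viability readout; 0% = vehicle and 100% = reference cytotoxic drug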
PMK inhibit pilot replicates – recorded beside PMK inhibit, whose call it bears; inhibition, %; measured here: pilot screen replicates
MK inhibit pilot replicates – recorded beside MK inhibit, whose call it bears; inhibition, %; measured here: pilot screen replicates
Spn DPM-DC inh pilot screen % – further read-out of Spn DPM-DC inh, marked with its call; inhibition, %; measured here: pilot screen trials
* hit, by the source's call; i = inactive; . = not tested or not shown. Cut-off read from the data, not from the text of the source, unless noted: active = cytotoxicity above about 50%; inactive = the rest.

SMILES | PMK inhibit | Alkaline phosphatase | HT1080 viability | Bfl-1 inhibitors | LYP phosphatase | MK inhibit | Spn DPM-DC inh | HPDE-C7K KRASV12 | HPDE-C7 viability | others
COc1ccc(CCN(C)C(=O)CN2C(=O)c3ccccc3S2(=O)=O)cc1OC | 6.0 | 4.4% | -2.8% | -6.1% | . | 5.0 | i | -3.7% | 3.3%
c1ccc2c(c1)ncn2CCC1CCCCC1 | 5.0 | 3.4% | -14.7% | -12.0% | 15.7% | 9.0 | i | -9.7% | -7.3%
CCn1nc(C)c(NC(=O)c2cc(Br)ccc2Cl)c1C | 0.0 | 13.5% | -4.2% | -7.1% | . | 7.0 | i | 4.2% | 5.2% | PMK inhibit pilot replicates=2.0;MK inhibit pilot replicates=0.0;Spn DPM-DC inh pilot screen %=2.5
CCOC(=O)CC(=O)Nc1ccc(C(=O)OCC)cc1 | 5.0 | 4.4% | -3.4% | -4.8% | 12.8% | 5.0 | i | -3.4% | 0.1%
CC1CCN(C(=O)c2ccc(NC(=O)C3CCCO3)cc2)CC1 (stereo not drawn) | 6.0 | -1.9% | -2.6% | -2.0% | 2.3% | 8.0 | i | -9.6% | -3.3%
O=C(O)c1ccc(-c2ccc(O)c(F)c2)cc1 | 15.0 | 19.9% | -7.3% | -1.8% | -14.4% | 2.0 | i | 11.9% | 2.2% | PMK inhibit pilot replicates=3.0;MK inhibit pilot replicates=2.0;Spn DPM-DC inh pilot screen %=8.5
c1ccc2nc3c(nc2c1)[nH]c1ccccc13 | 7.0 | 13.8% | 14.7% | 8.6% | 9.7% | 1.0 | i | 5.5% | 1.1%
Cc1nc2ccccc2c(=O)n1/N=C/c1ccc(N(C)C)cc1 | 10.0 | 8.3% | -16.3% | -1.9% | 16.3% | 10.0 | i | -6.6% | 5.4%
CSc1cccc(NC(=O)c2c(Cl)cnn2C)c1 | 0.0 | 5.0% | 6.1% | -3.0% | 17.3% | 8.0 | i | -10.8% | -8.5%
Cc1cc(C)cc(-n2cc3c(=O)n(C)c(=O)n(C)c3c2)c1 | 13.0 | 8.1% | -12.5% | -1.5% | 19.0% | 5.0 | i | 8.6% | -7.1%
CCOC(=O)CSc1nc(N)c(C#N)c(-c2ccc(OCC)cc2)c1C#N | 14.0 | 6.4% | 3.5% | 3.3% | -5.5% | 4.0 | i | 13.5% | 20.9%
CN1CCN(/C=N/c2c(C#N)cnn2-c2ccccc2)CC1 | 7.0 | 9.1% | 4.2% | -1.7% | 6.5% | 7.0 | i | 23.4% | 3.1%
N#Cc1nc(-c2cccc3ccccc23)oc1NCCN1CCOCC1 | 15.0 | 10.3% | 5.6% | -3.3% | . | 13.0 | . | 24.7% | 16.8%
O=C(NCc1ccc(Cl)cc1)c1noc2c1CCCC2 | 3.0 | 10.8% | -4.9% | -4.9% | 9.1% | 3.0 | i | -6.7% | -9.4%
CCOC(=O)N1CCN(C(=O)c2ccc(CNS(=O)(=O)c3ccc(OC)cc3)cc2)CC1 | 11.0 | -8.1% | -6.3% | -14.0% | 10.1% | 0.0 | i | -22.9% | -15.9%
CCOc1ccc(NC(=O)COc2nsnc2N2CCCCC2)cc1 | 0.0 | 14.3% | -4.8% | -9.7% | . | 0.0 | i | -11.1% | -12.2%
Cc1ccc(NC(=O)COS(=O)c2ccc(C)cc2)cc1 (stereo not drawn) | 8.0 | 11.2% | -7.2% | -4.5% | . | 2.0 | i | -9.1% | -11.0% | PMK inhibit pilot replicates=1.0;MK inhibit pilot replicates=0.0;Spn DPM-DC inh pilot screen %=0.5
c1ccc(CC2CCN(c3nnnn3-c3ccccc3)CC2)cc1 | 15.0 | 12.8% | -9.6% | -3.0% | 3.5% | 0.0 | i | 0.0% | -3.5%
CC1N/C(=C\C(=O)c2ccccc2)N(O)C1(C)C (stereo not drawn) | 14.0 | 15.6% | -13.1% | -8.4% | . | 2.0 | i | 17.2% | 22.5%

Compounds shown so far containing a carbonyl joined to an NH by a bond outside any ring (7):
SMILES | PMK inhibit | Alkaline phosphatase | HT1080 viability | Bfl-1 inhibitors | LYP phosphatase | MK inhibit | Spn DPM-DC inh | HPDE-C7K KRASV12 | HPDE-C7 viability | others
CCn1nc(C)c(NC(=O)c2cc(Br)ccc2Cl)c1C | 0.0 | 13.5% | -4.2% | -7.1% | . | 7.0 | i | 4.2% | 5.2% | PMK inhibit pilot replicates=2.0;MK inhibit pilot replicates=0.0;Spn DPM-DC inh pilot screen %=2.5
CCOC(=O)CC(=O)Nc1ccc(C(=O)OCC)cc1 | 5.0 | 4.4% | -3.4% | -4.8% | 12.8% | 5.0 | i | -3.4% | 0.1%
CC1CCN(C(=O)c2ccc(NC(=O)C3CCCO3)cc2)CC1 (stereo not drawn) | 6.0 | -1.9% | -2.6% | -2.0% | 2.3% | 8.0 | i | -9.6% | -3.3%
CSc1cccc(NC(=O)c2c(Cl)cnn2C)c1 | 0.0 | 5.0% | 6.1% | -3.0% | 17.3% | 8.0 | i | -10.8% | -8.5%
O=C(NCc1ccc(Cl)cc1)c1noc2c1CCCC2 | 3.0 | 10.8% | -4.9% | -4.9% | 9.1% | 3.0 | i | -6.7% | -9.4%
CCOc1ccc(NC(=O)COc2nsnc2N2CCCCC2)cc1 | 0.0 | 14.3% | -4.8% | -9.7% | . | 0.0 | i | -11.1% | -12.2%
Cc1ccc(NC(=O)COS(=O)c2ccc(C)cc2)cc1 (stereo not drawn) | 8.0 | 11.2% | -7.2% | -4.5% | . | 2.0 | i | -9.1% | -11.0% | PMK inhibit pilot replicates=1.0;MK inhibit pilot replicates=0.0;Spn DPM-DC inh pilot screen %=0.5
